Source: PubChem BioAssay
IP6K1 inh: inhibitors of human IP6K1 | Q92551 | AID 1645851 | 140,000 compounds, 0.81% hits | IP6K1 kinase, ADP-Glo luminescence, 2 h; hits give low values | activity change, % (series mostly up to about 58 µM); in the data active = activity change below about -25%
Target sequence (Q92551 whole entry, looked up): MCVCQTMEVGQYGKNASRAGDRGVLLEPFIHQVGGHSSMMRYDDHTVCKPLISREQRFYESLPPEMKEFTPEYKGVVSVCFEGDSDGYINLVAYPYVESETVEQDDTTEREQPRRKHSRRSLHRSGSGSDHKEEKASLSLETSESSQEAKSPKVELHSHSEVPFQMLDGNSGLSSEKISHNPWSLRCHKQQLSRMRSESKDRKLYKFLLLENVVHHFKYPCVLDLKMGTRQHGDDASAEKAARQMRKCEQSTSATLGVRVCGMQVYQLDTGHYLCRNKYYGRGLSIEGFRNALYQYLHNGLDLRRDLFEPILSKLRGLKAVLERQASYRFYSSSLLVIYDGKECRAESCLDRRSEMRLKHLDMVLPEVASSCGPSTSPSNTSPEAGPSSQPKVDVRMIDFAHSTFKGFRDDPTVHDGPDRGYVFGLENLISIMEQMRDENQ
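ADP-Glo luminescence measures ADP made by human IP6K1 during a 2 h RT reaction with ATP/IP6 (mix at 1.3 mM/130 uM); top library doses 57.5 and 19.1 uM final.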
HEK cytotox: cytotoxic compounds in HEK 293 cells | HEK 293 viability, ATP luminescence (CellTiter-Glo), 48-72 h | AID 1345083 | Potency, µM (doses to about 115 µM), for inactives: top-dose activity change, negative = cytotoxicity, hits mostly inhibitors | 94,000 compounds, 6.6% hits; note: potency is the fitted concentration of half-maximal effect; nearly all actives have a fitted effect of over 60% in size
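Viability of HEK 293 cells, plated at 250 cells/well, was judged by cellular ATP after compound treatment for 48 or 72 hr. Luminescence was imaged 10 min after CellTiter-Glo addition at room temperature.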
FLuc inh: inhibitors of firefly (Photinus pyralis) luciferase. P08659. purified P. pyralis luciferase, luminescence, biochemical. Potency, µM (top dose mostly 115 µM), for inactives: at the top dose activity change, negative = inhibition, actives largely listed as inhibitors. 76,000 compounds, 2.5% hits. AID 1347043; note: potency is the fitted concentration of half-maximal effect; nearly all actives have a fitted effect of over 65% in size
Target sequence (P08659 whole entry, looked up): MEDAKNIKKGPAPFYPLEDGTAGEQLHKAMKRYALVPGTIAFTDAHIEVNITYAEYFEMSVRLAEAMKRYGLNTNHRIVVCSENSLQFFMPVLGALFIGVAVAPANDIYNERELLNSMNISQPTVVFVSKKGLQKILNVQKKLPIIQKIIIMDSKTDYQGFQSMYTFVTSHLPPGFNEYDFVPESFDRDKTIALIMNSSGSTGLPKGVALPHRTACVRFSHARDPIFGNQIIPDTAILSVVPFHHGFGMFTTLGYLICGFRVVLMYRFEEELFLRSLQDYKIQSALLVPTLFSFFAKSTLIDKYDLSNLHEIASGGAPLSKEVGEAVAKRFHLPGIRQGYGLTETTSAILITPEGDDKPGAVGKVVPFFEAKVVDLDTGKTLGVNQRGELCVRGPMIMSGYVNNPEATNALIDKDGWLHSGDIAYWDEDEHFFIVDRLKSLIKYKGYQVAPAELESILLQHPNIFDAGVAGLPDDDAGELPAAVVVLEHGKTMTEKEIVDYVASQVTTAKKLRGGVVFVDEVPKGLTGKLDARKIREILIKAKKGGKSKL
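Inhibitors were tested against purified firefly luciferase in a biochemical, low-substrate format (both substrates at 10uM) and luminescence measured with a CCD imager.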
SNCA viab count: counter-screen for SNCA expression inhibitors: cell viability | Potency, µM (top dose mostly 57.1 µM), without a hit: at the highest dose activity change, negative = cytotoxicity, usual class: cytotoxic | AID 1671193 | HEK-293-SNCA-luc viability, GF-AFC fluorescence, 24 h | 150,000 compounds, 0.12% hits;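 note: potency is the fitted concentration of half-maximal effect; 0% = DMSO-treated cells and -100% = medium-only wells without cells; nearly all actives have a fitted effect of over 30% in size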
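Cytotoxicity counterscreen: after 24 h compound treatment of genome-edited SNCA-luciferase HEK-293 cells, live-cell protease substrate GF-AFC read by fluorescence after 30 min; activity scaled between DMSO (0%) and medium-only (-100%), curves Hill-fitted.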
GPT2 inh: blocks human glutamate pyruvate transaminase 2 | 100,000 compounds, 0.25% hits | Potency, µM (series often up to 57.7 µM), without a hit: at the top dose activity change, negative = inhibition, hits mostly inhibitors | Q8TD30 | Recombinant GPT2, coupled pyruvate oxidase/HRP Amplex Red fluorescence; note: potency is the fitted concentration of half-maximal effect; nearly all actives have a fitted effect of over 60% in size; many of its hits are not listed in these tables
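Inhibition is scored from Amplex Red fluorescence generated when pyruvate oxidase and HRP act on pyruvate released by GPT2. Reactions contain 10ng/uL enzyme, 250uM a-KG and 2mM L-alanine and run 30 min at room temperature.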
3T3 cytotox: kills NIH 3T3 cells. NIH 3T3 viability, CellTiter-Glo ATP luminescence, 48-72 h. Potency, µM (top dose mostly 96.7 µM), without a hit: at the highest dose activity change, negative = cytotoxicity, actives largely listed as inhibitors. 94,000 compounds, 4.3% hits. AID 1345082; note: potency is the fitted concentration of half-maximal effect; nearly all actives have a fitted effect of over 55% in size
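Cells were seeded at 400 per well, treated with pin-transferred compound, and kept 48 or 72 hr at 37 °C before CellTiter-Glo addition and luminescence imaging of cellular ATP.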
SNCA expr inh: inhibitors of alpha-synuclein (SNCA) gene expression; HEK-293 SNCA-luciferase knock-in, luminescence, 24 h; Potency, µM (titrated, usually from 57.2 µM), inactives show at the highest dose activity change, negative = inhibition, actives largely listed as inhibitors; 140,000 compounds, 0.17% hits;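 note: potency is the fitted concentration of half-maximal effect; plate controls were DMSO cells for no effect and cell-free wells for full effect; nearly all actives have a fitted effect of over 45% in size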
* hit, by the source's call; i = inactive; ? = inconclusive; / = no result given; & = joins results of further samples; [ ] = another dose, or the depositor's remark. Unless noted, calls come from the whole dose curve; as a rule, active = well fitted curve in the direction sought with a large enough effect; inconclusive = small, poorly fitted or top-dose-only effect, or another doubt; inactive = no such curve, though single readings can be large; an effect the other way counts as inactive or inconclusive. Unless noted, % is set by controls: 0 for no effect and ±100 for the full control effect.

SMILES | IP6K1 inh | HEK cytotox | FLuc inh | SNCA viab count | GPT2 inh | 3T3 cytotox | SNCA expr inh
CCN(C(=O)C1CCC(CNS(=O)(=O)c2cccc3nsnc23)CC1)c1cccc(C)c1 (stereo not given) | -13 | / | / | ? | / | / | 10%
Nc1ccc(/C=C/c2ccc(N)cc2S(=O)(=O)O)c(S(=O)(=O)O)c1 | 23 | / | / | 19%[0.225 µM] | 4%[0.698 µM] | / | -41%[0.232 µM]
COc1ccc(-c2cccc(C(=O)N3CCN(C(C)=O)CC3)c2)nn1 | 0 | -14% | / | / | / | -14% | /
Cc1ccc(OCCC2CCN(C(=O)Cc3cccnc3)C2)cc1 (stereo not given) | 2 | ? | -3% | -3% | i | -29% | -9%
C[C@@H]1CN(C(=O)c2cccc(N3CCNC3=O)c2)C[C@@]1(O)C1CC1 | 0 | 3% | 3% | -19% | i | -6% | -7%
O=C(Cn1c(=O)n(-c2ccc(Cl)cc2)c(=O)c2c3c(sc21)CCC3)c1ccc(F)cc1 | 2 | / | / | 4% | / | / | 20µM*
CC(=O)c1ccc(N2CCN(c3ncnc4c3c(-c3ccccc3)cn4-c3ccc(C)c(Cl)c3)CC2)cc1 | 29 | / | / | 3% | / | / | 16%
O=S(=O)(c1cccs1)N1CCCC2(C1)Nc1cccnc1NC2=NC1CCCC1 (stereo not given) | 14 | ? | 5% | -21% | ? | ? | -7%
COc1ccc(N2CC(NC(=O)c3ccc(S(=O)(=O)N4CCCCC4)cc3)CC2=O)cc1 (stereo not given) | -4 | / | / | 10% | / | / | -16%
CNC(=O)[C@H]1C[C@H](Oc2cccnc2)CN1C(=O)Nc1ccccc1 | 13 | -8% | -4% | 8% | 0% | -10% | -15%
O=C(Nc1cnc(-c2cccc(Cl)c2)nc1)c1cc(F)cc(F)c1 | 4 | ? | -23% | -15% | -5% | ? | 29%
Cc1ccc(Oc2ncccc2CNC(=O)C2CCc3ccccc32)cn1 (stereo not given) | 6 | -9% | -15% | -17% | -17% | -6% | 8%

Reprinted at random: two entries already listed
SMILES | IP6K1 inh | HEK cytotox | FLuc inh | SNCA viab count | GPT2 inh | 3T3 cytotox | SNCA expr inh
Cc1ccc(Oc2ncccc2CNC(=O)C2CCc3ccccc32)cn1 (stereo not given) | 6 | -9% | -15% | -17% | -17% | -6% | 8%
O=C(Cn1c(=O)n(-c2ccc(Cl)cc2)c(=O)c2c3c(sc21)CCC3)c1ccc(F)cc1 | 2 | / | / | 4% | / | / | 20µM*

Look-ups from the entries so far:
`CNC(=O)[C@H]1C[C@H](Oc2cccnc2)CN1C(=O)Nc1ccccc1` in SNCA viab count = 8%
`CCN(C(=O)C1CCC(CNS(=O)(=O)c2cccc3nsnc23)CC1)c1cccc(C)c1` (stereo not given) in SNCA expr inh = 10%

Following part:
SMILES | IP6K1 inh | HEK cytotox | FLuc inh | SNCA viab count | GPT2 inh | 3T3 cytotox | SNCA expr inh
CC[C@H]1CN(Cc2ccc(OC)cc2O)CC[C@H]1CC(=O)N1CCOCC1 | -2 | -4%[172 µM] | -1%[172 µM] | 3%[87.6 µM] | 3%[88.5 µM] | 3%[174 µM] | -1%[87.6 µM]
COc1ccc(Cl)cc1NC(=O)Nc1c[nH]c(=O)[nH]c1=O | 20 | / | / | 4% | / | / | 13%
COc1ccc(Nc2ccnc(N3CCCC(C(=O)NCc4cccc(Cl)c4)C3)n2)cc1 (stereo not given) | 8 | ? | / | ? | i | ? | -23%
O=C(Cn1c(=O)n(-c2ccccc2)c(=O)c2sc3ccccc3c21)N1CCCC1 | 9 | / | / | ? | / | / | -10%
COc1ccc(F)cc1S(=O)(=O)N1C[C@@H](F)C[C@H]1C(=O)N1CCc2ccccc2C1 | 0 | -2% | 18% | -6% | 0% | -17% | -17%
CCCCN(CC#Cc1ccccc1)C(=O)c1cc(=O)n(C)c(=O)n1C | 1 | ? | 7% | -9% | 4% | ? | -13%
CCOc1cc(=O)n2c(c1C(=O)Nc1ccccc1)CCCC2 | 14 | 6% | -5% | -3% | i | 3% | 8%
COCCCNC(=O)Cn1c(=O)n(Cc2ccc(C(=O)NCc3ccc(C)cc3)cc2)c(=O)c2ccccc21 | -3 | / | / | -9% | / | / | ?
COc1ccc(-c2nc(C)nc3c2CN([S+](=O)([O-])c2onc(C)c2C)CC3)cc1 | 7 | ? | 4% | 0% | i | ? | -4%
CCN(CC)c1ccc(C2C(C(N)=O)=C(C)Nc3nc(SCc4ccccc4)nn32)cc1 (stereo not given) | 15 | / | / | 8% | / | / | ?
Cn1c(Cn2ccnc2)nnc1C1CCCN(C(=O)Nc2ccccc2F)C1 (stereo not given) | -10 | -11% | -5% | 3% | 1% | 2% | 2%
Cc1ccccc1C(=O)N1CC(=O)Nc2ccc(Cl)cc2C1c1ccccc1 (stereo not given) | 10 | / | / | -11% | / | / | -19%
COc1ccc(C(=O)N2CCC3(CC2)N(C)C(=O)CS3(=O)=O)cc1 | -5 | -4% | -4% | -11% | i | i | 12%
CCN1CCN(C(=O)c2nc3sccn3c2-c2ccc(C(F)(F)F)cc2)CC1 | 8 | -1% | / | -9% | 1% | -11% | 4%
COCCNC(=O)[C@@H]1CCC[C@@H](NC(=O)c2cc(C)n(C)n2)CN(C)C(=O)C1 | -7 | -23%[172 µM] | -21%[172 µM] | -4%[87.6 µM] | -6%[88.5 µM] | -36%[138 µM] | 4%[87.6 µM]
COc1ccc(NC(=O)CN2C(=O)CC(c3ccco3)Sc3ccccc32)cc1OC (stereo not given) | 22 | / | / | ? | / | / | -27%
Cc1noc(C)c1[S+](=O)([O-])NC1CCCN(c2nc3ncccc3o2)C1 (stereo not given) | -2 | -27% | 4% | 3% | -10% | -21% | -13%
Cc1cccn2c(CC(=O)NCC3CCN(c4cnn(C)c(=O)c4)C3)cnc12 (stereo not given) | -4 | -8% | 11% | 0% | 1% | -17% | -3%
Nc1c(C(=O)Nc2cccc(F)c2)nnn1-c1cccc(C(F)(F)F)c1 | -3 | / | / | 3% | / | / | 87%[activator]
Cn1cccc1CN1CCC2(C1)C(=O)Nc1ccccc12 (stereo not given) | 15 | ? | 3%[172 µM] | -8%[87.6 µM] | i | 100µM* | -4%[87.6 µM]
Cc1cc(C)n(C2CN(Cc3cccc(OCC(O)CN4CCOCC4)c3)C2)n1 (stereo not given) | 20 | 1% | 2% | -6% | -1% | 4% | 41%[activator]
COC[C@@H]1CN(C(=O)Cc2cccc(F)c2)C[C@H]1c1ccncc1 | -10 | 1% | 3% | 1% | 4% | -2% | ?
COc1ccc(-c2nc3scc(CCNS(=O)(=O)c4c(C)noc4C)n3n2)cc1 | 8 | / | / | ? | / | / | 35%[activator]
CCOC(=O)c1ccc(N2C(=O)c3n[nH]c(-c4cccs4)c3C2c2ccc(C(C)C)cc2)cc1 (stereo not given) | -5 | / | / | 2% | / | / | ?
CCOc1ccccc1CNC(=O)c1ccc(CN2C(=O)NC3(CCOCC3)C2=O)cc1 | 15 | 11% | 7% | 7% | i | i | -6%
CN1C(=O)c2cccn2CC1C(=O)N1CCN(c2ncccn2)CC1 (stereo not given) | 4 | i | -2% | -8% | i | i | -4%
CC(C)c1nnc(NC(=O)Cn2nc3c(cc2=O)CCCCC3)s1 | 5 | 5% | -4% | 10% | -4% | i | 5%
CC1(C)[C@H]2CC[C@@H](CNC(=O)c3ccncc3)[C@@H]1C2 | -4 | ? | -1%[172 µM] | -1%[87.6 µM] | -8%[88.5 µM] | ? | -10%[87.6 µM]
Cc1nn2c(c1-c1ccccc1-c1ccccc1)N(C(=O)Cc1ccc3c(c1)OCO3)CCC2 | 14 | ? | -9% | -8% | ? | ? | ?
CCOc1ccc(NS(=O)(=O)c2ccc3nc(-c4ccccc4)[nH]c3c2)cc1 | -22 | / | / | -3% | / | / | -21%
C=CCNC(=O)[C@@H]1CCCC[C@@H]1C(=O)N1CCn2nc(C(=O)O)cc2C1 | 10 | 0% | -2% | -2% | -2% | -16% | -8%
O=C1NC2(Cc3ccccc31)CN(C(=O)c1ccc(Cl)cc1)C2 | 1 | i | / | 4% | i | -14% | 43%[activator]
COc1cccc(CNC(=O)C2CCN(c3nnc(-n4c(C)ccc4C)s3)CC2)c1OC | 31 | / | / | 1% | / | / | -12%
Cc1ccc(CNC(=O)CN2CCN(Cc3ccc(F)cc3)C2=O)cc1 | 1 | / | / | 11% | / | / | 27%
COCc1cc(=O)n(CC(=O)Nc2ccc(F)c(Cl)c2)c(N2CCOCC2)n1 | 23 | ? | 9% | -21% | i | ? | -19%
CS(=O)(=O)N1CCCCC1c1nc(CCOCC2CCCC2)no1 (stereo not given) | 16 | ? | 3% | -4%[12.5 µM] | -3% | -11% | ?
COC(=O)c1ccccc1NC(=O)N1CCC[C@@H](O)[C@H](NC(=O)c2ccc(OCCN3CCCC3)cc2)C1 | 3 | -2% | -8% | 10% | -18% | -26% | -15%
Cc1cccc(OCCCCn2nnc3sc4c(c3c2=O)CCC(C)C4)c1 (stereo not given) | 25 | / | / | 11% | / | / | -13%
COc1ccccc1CC(=O)Nc1cnc(-c2cccc(Cl)c2)nc1 | -9 | ? | 13µM* | 4% | -1% | ? | 148%[activator]
COc1ccc(-n2nc(C(=O)N3CCN(c4cccc(C)c4C)CC3)c3c4ccccc4n(C)c3c2=O)cc1 | 26 | / | / | 7% | / | / | -8%
C=CCc1cccc2cc(C(=O)Nc3cccc(Cl)c3)c(=O)oc12 | -12 | / | / | -4% | / | / | 16%
CNCc1cc(-c2ccccc2F)n(S(=O)(=O)c2cccnc2)c1 | 5 | / | / | 3% | 4% | / | /
O=C(O)C(O[C@@H]1O[C@H](CO[C@@H]2O[C@H](CO)[C@@H](O)[C@H](O)[C@H]2O)[C@@H](O)[C@H](O)[C@H]1O)c1ccccc1 (stereo not given in full) | 18 | / | / | -1%[23.9 µM] | -12%[27.3 µM] | / | /
COc1ccc(-c2noc([C@@H]3C[C@H](NS(=O)(=O)c4ccccc4)CN3C)n2)cc1 | 9 | 89µM* | -34%[172 µM] | -19%[87.6 µM] | -40%[88.5 µM] | ? | 103%[activator][87.6 µM]
CC(C)N1CCC(CC(=O)N2CCn3nc(Cc4ccccc4)cc3C2)CC1 | 13 | -5% | -2% | -4% | i | -9% | -13%
c1ccc(CN2CCn3c(nnc3-c3cccnc3)C2)cc1 | 5&-3 | -8%[172 µM] | -2%[172 µM] | 6%&0%[87.6 µM] | -7%[88.5 µM] | -8%[138 µM] | -10%&6%[87.6 µM]
c1ccc(-c2nc(C3CC3)no2)c(OC2CNC2)c1 | -9 | 8% | 16% | -21% | 0% | -4% | 10%
O=C(Cn1cnnn1)N1CCc2onc(-c3cccc4ccccc34)c2C1 | -4 | 1% | -8% | -10% | i | 1% | ?

These rows are one share of the data; rates above refer to the full screens.
